Screens deposited in PubChem by National Center for Advancing Translational Sciences (NCATS).
TDP1 cell noCPT – qHTS for Inhibitors of human tyrosyl-DNA phosphodiesterase 1 (TDP1): qHTS in cells in absence of CPT. DT40 Tdp1-/- hTDP1 cells, no CPT, ATP luminescence, 48 h. Potency, µM (doses to about 46.2 µM), for the others: at the highest dose activity change, negative = growth inhibition, hits mostly inhibitors. 420,000 tested, 15% active; also: nearly all actives have a fitted effect of over 55% in size
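Stably hTDP1-transfected Tdp1-null chicken DT40 cells were treated with library compounds minus camptothecin and grown for at least 48 hr at 37 °C, after which cellular ATP was quantified by luminescence.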
DT40 TDP1 CPT – DT40-hTDP1 cell growth loss with CPT | chicken DT40 Tdp1-/-;hTDP1 cells + 20 nM CPT, ATP luminescence, 48 h | Potency, µM (highest dose often 46.2 µM), for the others: top-dose activity change, negative = growth inhibition, actives largely listed as inhibitors | 420,000 tested, 12% active; also: nearly all actives have a fitted effect of over 55% in size
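Chicken DT40 Tdp1-/- cells stably complemented with human TDP1 were seeded at 400 cells/well in medium containing 20 nM camptothecin, exposed to pin-transferred compounds, and grown at 37 °C for at least 48 hr. Viability was read as ATP luminescence.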
TDP1 inh – blocks human tyrosyl-DNA phosphodiesterase 1 | Potency, µM (titrated, usually from 130 µM), without a hit: at the highest dose activity change, negative = inhibition, usual class: inhibitors | Q9NUW8 | 350,000 tested, 0.28% active | recombinant TDP1, AlphaScreen DNA substrate cleavage | AID 485290; also: nearly all actives have a fitted effect of over 40% in size
Target sequence (Q9NUW8 whole entry, looked up): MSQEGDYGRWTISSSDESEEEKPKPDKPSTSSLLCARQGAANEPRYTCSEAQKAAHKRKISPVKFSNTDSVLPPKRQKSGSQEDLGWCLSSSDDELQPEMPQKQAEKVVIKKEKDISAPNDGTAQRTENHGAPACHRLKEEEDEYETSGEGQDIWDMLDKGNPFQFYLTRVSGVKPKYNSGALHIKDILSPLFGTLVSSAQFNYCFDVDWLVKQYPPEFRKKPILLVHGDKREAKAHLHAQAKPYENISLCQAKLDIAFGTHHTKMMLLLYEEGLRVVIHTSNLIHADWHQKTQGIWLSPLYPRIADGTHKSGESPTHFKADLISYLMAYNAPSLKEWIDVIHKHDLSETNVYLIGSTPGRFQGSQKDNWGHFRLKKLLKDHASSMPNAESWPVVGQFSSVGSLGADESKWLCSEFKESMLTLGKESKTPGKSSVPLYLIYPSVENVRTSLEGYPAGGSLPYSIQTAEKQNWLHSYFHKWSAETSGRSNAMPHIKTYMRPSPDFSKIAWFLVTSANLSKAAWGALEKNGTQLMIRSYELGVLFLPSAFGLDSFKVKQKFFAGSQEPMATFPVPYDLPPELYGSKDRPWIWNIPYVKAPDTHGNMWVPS
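Tdp1 1 nM final; 15 min RT w/ cpd; substrate 15 nM, 5 min; beads 10 ug/ml, 10 min; AlphaScreen read. Neg ctrl: no enzyme.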
Starred values were filed as active, the others as inactive; ? = inconclusive; nt = not tested or not shown; & = joins results of further samples; [ ] = dose if it differs, or a comment. Calls follow the shape of the dose curve; as a rule, active = well fitted curve in the direction sought with a large enough effect; inconclusive = small, poorly fitted or top-dose-only effect, or another doubt; inactive = no such curve, though single readings can be large; an effect the other way counts as inactive or inconclusive. % is scaled to controls: 0 for no effect and ±100 for the full control effect; potency is read from the fitted curve at half-maximal effect. Outcome played no part in choosing rows; 18% or so of the library scored in one or more.

SMILES	TDP1 cell noCPT	DT40 TDP1 CPT	TDP1 inh
COc1ccc(Nc2cc(C(=O)NCCc3ccc(C)cc3)c3ccccc3n2)c(OC)c1	?	?	0%
Cc1nc2ccccc2c(=O)n1/N=C/c1ccc2ccccc2c1O	?	?	10%
COc1ccc(Br)cc1C1Nc2cccc3cccc(c23)N1	?	?	nt
CCC(NC(=O)CCc1ccccc1)c1ccccc1 (stereo not given)	-2%	1%	-6%
Cn1ncc(N=Cc2ccccc2O)c1C(=O)Nc1ccccc1	-14%	2%	10%
O=C(Nc1nc(-c2cccs2)cs1)c1ccc(S(=O)(=O)N2CCCC2)cc1	?	?	5%
O=C(O)CC(NC(=O)Cc1ccc(Cl)cc1)c1ccco1 (stereo not given)	28%	5%	-6%
CCOC(=O)c1ccc(S(=O)(=O)N2CCN(C(=O)c3nn(C)c(=O)c4ccccc34)CC2)cc1	?	-25%	1%
Cc1cccc(C)c1-n1nnnc1C1c2ccccc2C(=O)N1CCCn1ccnc1 (stereo not given)	-25%	0%	nt
Cc1cc(-c2ccc(S(=O)(=O)N3CCN(c4ccc(F)cc4)CC3)s2)on1	6%	-4%	5%
O=C(NCC1CCC2(CCN(Cc3cccn3-c3ccc(Cl)cn3)CC2)O1)c1ccccc1 (stereo not given)	-7%	0%	nt
Cc1ccc(S(=O)(=O)N2C[C@H]3N(C(=O)OC(C)C)N(C(=O)OC(C)C)C[C@H](OC(=O)Nc4cccs4)[C@@]3(O)C2)cc1	23µM*	?	nt
COc1ccc2c(Sc3ccc(C)cc3)c(C(=O)NCc3ccc(F)cc3)[nH]c2c1	?	?	0%
COc1ccccc1N1CCN(C(c2cccs2)C(C)NC(=O)c2ccncc2)CC1 (stereo not given)	?	21µM*	nt
Cc1ccc(-c2cc(C(=O)OC3CCOC3=O)c3ccccc3n2)c(C)c1 (stereo not given)	5%	5%	5%
COC(=O)c1ccc(-c2nc3cc(Cl)c(N)cc3s2)cc1	-7%	?	0%
CCC1CCCCN1C(=O)COC(=O)c1ccc(S(=O)(=O)N2CCOCC2)cc1 (stereo not given)	7%	-6%	4%
Cc1ccc(S(=O)(=O)Nc2ccc(S(=O)(=O)N3CCCC3)cc2)cc1	3%	?	7%
COc1ccccc1NC(=O)c1cnn(-c2ccccc2)c1-n1cccc1	18µM*	18µM*	-5%
COc1cccc(N2CC(NC(=O)C(=O)c3c(C)[nH]c4ccccc34)CC2=O)c1 (stereo not given)	-17%	-5%	-10%[0.505 µM]
Cc1ccc(C(C)NC(=O)C23CC4CC(CC(C4)C2)C3)cc1 (stereo not given)	?	-12%	1%
O=C1CC(c2ccccc2F)c2c(c3ccccc3[nH]c2=O)O1 (stereo not given)	-21%	-21%	-2%
Cc1ccc(OCCSc2nnc(-c3cccs3)n2C)cc1	-18%	6%	5%
COc1ccc(OCC(=O)N/N=C/c2cccn2-c2cccc(C(=O)O)c2)cc1	-18%	-8%	nt
O=C(CCC(=O)N1CC2CCCN2c2ccccc21)NCc1ccc(F)cc1 (stereo not given)	?	?	6%

(continued)
SMILES	TDP1 cell noCPT	DT40 TDP1 CPT	TDP1 inh
COCCCNC(=O)C1CCN(c2nnc(-n3cccc3CNc3ccc(C)cc3)s2)CC1	-8%	-9%	8%
COc1ccccc1-n1nnnc1SCC(=O)Nc1ccccc1	-13%	33%[activator]	-10%
Cc1ccc(CNC(=O)c2nnc(Cc3ccc(Cl)cc3)o2)cc1	9%&6%	-9%&-5%	2%
Cc1cc(=O)oc2cc(OCC(=O)OCC(=O)N3CCc4ccccc43)ccc12	11%	5%	0%
COc1ccc(NC(=O)Cn2c(SCc3ccc(F)cc3)nc3cccnc32)cc1OC	2.3µM*	3.7µM*	5%
Cc1noc(C)c1C(=O)N1CCCC(C(=O)c2cccc(C(F)(F)F)c2)C1 (stereo not given)	-23%	1%	5%
COc1ccc(NC(=O)CSc2nc3ccccc3cc2Cc2ccccc2)cc1	-16%	-28%	-2%
COC(=O)C1CC(=O)c2sccc2C1 (stereo not given)	-4%	12%	0%
CCn1ccnc1CN(C)Cc1cn(-c2ccccc2)nc1-c1ccc(OC)cc1F	?	?	6%
Cc1ccc(S(=O)(=O)N2CCN(C)CC2)cc1[N+](=O)[O-]	-11%	-22%	2%
CCC(=O)N1CCc2cc(S(=O)(=O)CCC(=O)N3CCN(c4cc(C)ccc4C)CC3)ccc21	?	?	2%
Cc1cc(/C=N/NC(N)=S)c(C)n1-c1ccc(Cl)c(Cl)c1	3.7µM*	2.6µM*	8%
CCC(C)NC(=O)CSc1nnc(-c2ccc(OC)c(OC)c2)c(-c2ccc(OC)c(OC)c2)n1 (stereo not given)	?	1%	nt
CCOC(=O)N1CCN(Cc2nc(C3CC3)no2)CC1	0%	18%	nt
CC1(C)CC(=O)C2=C(C1)NC(Nc1nc3ccccc3o1)=NC2c1ccccn1 (stereo not given)	0.82µM*	0.73µM*	5%
COc1cc(C2Nc3c(F)cccc3C3C=CCC32)cc(Br)c1OC (stereo not given)	?	1%	6%
O=S(=O)(NCCSc1nnnn1-c1ccccc1)c1cccs1	-30%	-3%	0%
CC(OC(=O)C1CC(=O)N(Cc2ccco2)C1)C(=O)Nc1ccc(F)cc1Cl (stereo not given)	23%	-9%	0%
COc1cccc(OC)c1C(=O)Nc1ccc2nc(C)c(C)nc2c1	6%	5%	2%
Cc1ccc(-n2c(C)cc(C=C3C(=O)N(C)C(=O)N(C)C3=O)c2C)cc1	-1%	6%	nt
O=[N+]([O-])c1cccc(N/N=C/c2ccc(N3CCOCC3)cc2)c1	16µM*	18µM*	9%
O=C(CCNC(=O)c1ccc(Cl)cc1)Nc1ccc(Cl)cc1F	-7%	15%	3%
CCc1nnc(NC(=O)CSc2nnc(CNc3cccc(C)c3)n2-c2ccccc2)s1	-1%	-15%	4%
COc1ccc(NC(=O)CSc2nc3nc(-c4cccs4)cc(C(F)(F)F)c3c(=O)[nH]2)c(OC)c1	?	-24%	8%
O=C(Nc1cccnc1)c1cc2c(ccc3ccccc32)o1	?	?	nt

(cont.)
SMILES	TDP1 cell noCPT	DT40 TDP1 CPT	TDP1 inh
CC(C)c1nc2oc3c(NCC4CCCO4)ncnc3c2c2c1CCC2 (stereo not given)	16µM*	26µM*	4%
C[C@@H]1CN([C@@H](C)CO)C(=O)c2cc(NC(=O)C3CC3)ccc2O[C@@H]1CN(C)Cc1ccc(Cl)c(Cl)c1	23µM*	21µM*	4%
NNC(=O)Cc1cn(-c2ncc(C(F)(F)F)cc2Cl)c2ccccc12	-20%	-21%	3%
CC(=O)c1ccc(NC(=O)CSc2cn(CC(=O)N3CCCCCC3)c3ccccc23)cc1	?	?	5%
COc1ccc(CN(C)C(=O)c2ccc(NC(=O)CC3SC(N4CCCC4)=NC3=O)cc2)c(OC)c1OC (stereo not given)	-13%	-4%	nt
COc1cccc(CNC(=O)Cc2csc(Nc3nc(=S)[nH]c4ccccc34)n2)c1	?	?	3%
CC(C)(C)c1cccc(/C=N/O)c1O	-7%	4%	0%
COc1ccc(CCNC(=O)c2nc(-c3cccs3)no2)cc1OC	?	?	8%
CC1CC(C)CN(CC(=O)Nc2ccc3c(c2)OCCO3)C1 (stereo not given)	-19%	2%	-4%
COc1ccc2c(c1)cc1n2CCN2CCCN=C12	-6%	17%	-1%
COc1ccc(-c2noc(COc3ccc4c(c3)OCO4)n2)cc1	-13%	-16%	2%
COc1ccccc1N(CC(=O)Nc1cccc(C(F)(F)F)c1)S(C)(=O)=O	-24%	7%	5%
COc1ccc(CN(C(=O)CNC(=O)c2ccco2)C(C(=O)NC2CCCC2)c2ccco2)cc1 (stereo not given)	-9%	-12%	0%
O=C(CSCc1cnn(-c2ccccc2)c1-n1cccc1)N1CCN(Cc2ccccc2)CC1	13µM*	?	9%
COc1ccc(C2C(C(=O)c3sc(C)nc3C)=C(O)C(=O)N2CCN2CCOCC2)cc1 (stereo not given)	0%	-21%	7%
Cc1cc([N+](=O)[O-])ccc1P(=O)(O)c1ccc([N+](=O)[O-])cc1C	-4%	-1%	nt
Cc1cc(C)c(S(=O)(=O)N2CCCCC2CCNC(=O)C(=O)NCCN2CCOCC2)c(C)c1 (stereo not given)	?	?	2%
Cc1cc2c(cn1)C(CCC#N)(CCC#N)c1ccccc1-2	-21%	-25%	3%
C=CCSc1nc2c(sc3nc(C)cc(C)c32)c(=O)[nH]1	-12%	-14%	-2%
COC(=O)c1ccc(C(=O)OC)c(NC(=O)COC(=O)c2ccccc2OC)c1	-28%	-7%	5%
Cc1cc(NC(=O)c2ccc(C(C)(C)C)cc2)no1	?	6%	nt
Cc1ccc(C2c3c(-c4ccccc4O)n[nH]c3C(=O)N2CCc2ccccc2)cc1 (stereo not given)	-106%	?	6%
Cc1ccc(-c2cc(C(=O)Nc3ccc(S(=O)(=O)Nc4onc(C)c4C)cc3)[nH]n2)c(O)c1	4%	4%	nt
C#CCOc1ccc(C2C3=C(COC3=O)Nc3cc4c(cc32)OCO4)cc1OC (stereo not given)	1µM*	0.82µM*	0%
CCCn1c(Oc2ccccc2)nc2c1c(=O)n(C)c(=O)n2C	-29%	-22%	nt

Further records follow.
SMILES	TDP1 cell noCPT	DT40 TDP1 CPT	TDP1 inh
COc1ccc(CC(CN)c2ccccc2)cc1 (stereo not given)	?	?	nt
Cc1ccc2c(CC(=O)OCn3nnc4ccccc4c3=O)coc2c1	-7%	?	5%
Cc1cccc2c(N=Nc3ccccc3)c(O)[nH]c12	-2%	-3%	nt
Cn1cnc(C(=O)NCc2ccc(CNC(=O)OC(C)(C)C)cc2)c1C(=O)NCc1ccc(CNC(=O)OC(C)(C)C)cc1	?	21µM*	-1%
O=C(c1ccc2c(c1)OCO2)C1CCCN(Cc2ccccc2OC(F)F)C1 (stereo not given)	?	16µM*	0%[56.1 µM]
Cc1cccc([C@@H]2[C@@H]3C(=O)N(C)C(=O)[C@@H]3[C@@H]3C(=O)Nc4ccccc4C(=O)N23)c1	-7%	0%	nt
Cc1ccc2c(=O)c(C(=O)c3ccc(F)cc3)cn(CC(=O)Nc3ccc4c(c3)OCCO4)c2n1	-20%	-26%	1%
OC[C@@H]1CN(CCc2ccccc2)C[C@H](n2cnc3c(N4CCOCC4)ncnc32)O1	?	-6%	nt
O=C(Cc1ccc(Cl)cc1)N1CCC2(CC1)NCCc1[nH]cnc12	-2%	-2%	2%
COC(=O)C1=C(C)Nc2c(c(=O)n(C)c(=O)n2C)C1c1ccc(C)cc1 (stereo not given)	-18%	11%	5%
CC1CN(C(=O)c2cc(F)c(F)cc2Cl)CC(C)O1 (stereo not given)	?	?	nt

In the list so far, 16 have fluorine:
SMILES	TDP1 cell noCPT	DT40 TDP1 CPT	TDP1 inh
Cc1cc(-c2ccc(S(=O)(=O)N3CCN(c4ccc(F)cc4)CC3)s2)on1	6%	-4%	5%
COc1ccc2c(Sc3ccc(C)cc3)c(C(=O)NCc3ccc(F)cc3)[nH]c2c1	?	?	0%
O=C1CC(c2ccccc2F)c2c(c3ccccc3[nH]c2=O)O1 (stereo not given)	-21%	-21%	-2%
O=C(CCC(=O)N1CC2CCCN2c2ccccc21)NCc1ccc(F)cc1 (stereo not given)	?	?	6%
COc1ccc(NC(=O)Cn2c(SCc3ccc(F)cc3)nc3cccnc32)cc1OC	2.3µM*	3.7µM*	5%
Cc1noc(C)c1C(=O)N1CCCC(C(=O)c2cccc(C(F)(F)F)c2)C1 (stereo not given)	-23%	1%	5%
CCn1ccnc1CN(C)Cc1cn(-c2ccccc2)nc1-c1ccc(OC)cc1F	?	?	6%
COc1cc(C2Nc3c(F)cccc3C3C=CCC32)cc(Br)c1OC (stereo not given)	?	1%	6%
CC(OC(=O)C1CC(=O)N(Cc2ccco2)C1)C(=O)Nc1ccc(F)cc1Cl (stereo not given)	23%	-9%	0%
O=C(CCNC(=O)c1ccc(Cl)cc1)Nc1ccc(Cl)cc1F	-7%	15%	3%
COc1ccc(NC(=O)CSc2nc3nc(-c4cccs4)cc(C(F)(F)F)c3c(=O)[nH]2)c(OC)c1	?	-24%	8%
NNC(=O)Cc1cn(-c2ncc(C(F)(F)F)cc2Cl)c2ccccc12	-20%	-21%	3%
COc1ccccc1N(CC(=O)Nc1cccc(C(F)(F)F)c1)S(C)(=O)=O	-24%	7%	5%
O=C(c1ccc2c(c1)OCO2)C1CCCN(Cc2ccccc2OC(F)F)C1 (stereo not given)	?	16µM*	0%[56.1 µM]
Cc1ccc2c(=O)c(C(=O)c3ccc(F)cc3)cn(CC(=O)Nc3ccc4c(c3)OCCO4)c2n1	-20%	-26%	1%
CC1CN(C(=O)c2cc(F)c(F)cc2Cl)CC(C)O1 (stereo not given)	?	?	nt
